GLS inh: glutaminase GLS (human) inhibition. GLS enzymatic activity, qHTS titration. Potency, µM (highest dose often 45.5 µM), for inactives: top-dose activity change, negative = inhibition, most hits filed as inhibitors. hit rate 0.21% among 410,000. AID 624170
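Glutamate formation by hKGA was monitored fluorometrically using coupled glutamate oxidase, HRP and Amplex Red. Substrate was added as 1 mM L-glutamine solution; incubation was 30 min at RT after an initial read.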
ALOX12 inh: inhibitors of human 12S-lipoxygenase ALOX12; purified 12hLO, xylenol orange hydroperoxide absorbance; Potency, µM (top dose mostly 108 µM), without a hit: top-dose activity change, negative = inhibition, actives largely listed as inhibitors; hit rate 1.1% among 580,000; AID 1671190
Target sequence (P18054 whole entry, looked up): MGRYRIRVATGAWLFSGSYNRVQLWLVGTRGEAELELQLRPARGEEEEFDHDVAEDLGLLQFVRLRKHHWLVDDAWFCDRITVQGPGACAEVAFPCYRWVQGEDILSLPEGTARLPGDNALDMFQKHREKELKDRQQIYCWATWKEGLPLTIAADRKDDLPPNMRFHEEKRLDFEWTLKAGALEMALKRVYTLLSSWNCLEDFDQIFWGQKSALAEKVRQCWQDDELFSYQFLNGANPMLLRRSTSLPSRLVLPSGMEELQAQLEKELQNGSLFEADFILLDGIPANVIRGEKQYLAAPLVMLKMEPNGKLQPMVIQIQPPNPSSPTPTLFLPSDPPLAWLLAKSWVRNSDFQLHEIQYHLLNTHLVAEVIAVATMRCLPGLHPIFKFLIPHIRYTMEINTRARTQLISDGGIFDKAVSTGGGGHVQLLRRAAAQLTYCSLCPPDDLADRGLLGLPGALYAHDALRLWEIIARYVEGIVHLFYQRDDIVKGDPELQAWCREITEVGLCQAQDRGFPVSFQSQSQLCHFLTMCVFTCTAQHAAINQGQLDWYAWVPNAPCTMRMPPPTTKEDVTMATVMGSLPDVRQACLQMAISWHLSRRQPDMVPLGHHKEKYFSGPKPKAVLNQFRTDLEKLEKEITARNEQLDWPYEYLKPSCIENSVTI
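Hydroperoxide product was detected by ferrous iron/xylenol orange as the 573 to 405 nm absorbance ratio. Arachidonic acid at 40 uM (final) was turned over for 30 min at room temperature by 150 nM human 12hLO, pH 7.0 Hepes buffer, after 15 min compound preincubation.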
Starred values were filed as active, the others as inactive; ? = inconclusive. Calls follow the shape of the dose curve; as a rule, active = well fitted inhibition curve with a large enough effect; inconclusive = small, poorly fitted or top-dose-only effect, or another doubt; inactive = no such curve, though single readings can be large or run the other way. % is scaled to controls: 0 for no effect and ±100 for the full control effect; potency is read from the fitted curve at half-maximal effect.

ALOX12 inh	GLS inh	SMILES
-4%	-3%	OC(c1cc(Cl)cc(Cl)c1)c1ncc(-c2ccccc2C(F)(F)F)[nH]1 (stereo not drawn)
-40%	-7%	C=C(C)Cn1c2ccc(NC(=O)CCOCC)cc2c(=O)n1C
6%	-6%	COc1ccc(CC(N)c2csc(NC(=O)NCCc3ccc(OC)c(OC)c3)n2)cc1 (stereo not drawn)
-16%	-6%	CCCCN(C=O)c1c(CC)nc2c(OCC(=O)N3CCOCC3)cccn12
25µM*	-20%	O=S1(=O)CC(N2CCN(CCO)CC2)CN1Cc1cn(Cc2cccc(C(F)(F)F)c2)nn1 (stereo not drawn)
0%	2%	Nc1ccn([C@@H]2O[C@H](C(=O)Nc3ccc(C(=O)N4CCCCC4)cc3)[C@@H](O)[C@H]2O)c(=O)n1
-5%	-1%	C[C@@H]1O[C@H](C2CCCC2)CC2=C1C(=O)OC(C)(C)O2
-10%	6%	Cc1ccc(S(=O)(=O)NC(=O)C2(C)CCN2C(=O)CCc2ccc(Cl)cc2Cl)nc1 (stereo not drawn)
25%	-8%	CCCCN(C)C(=O)c1sc(=O)n(Cc2cc(Cl)ccc2OC)c1C
-2%	5%	COc1cccc(CNC(=O)[C@@H]2CCCN2C(=O)[C@@H]2CCCN2C(=O)OC(C)(C)C)c1
4%	17%	CCCNC(=O)c1cc(C2CCCCN2C(=O)c2cc(F)ccc2C)on1 (stereo not drawn)
-2%	15%	O=C(NCC1CC1)c1cccc2c(-c3ccc(F)c(F)c3)coc12
-4%	8%	CN(C)C(=O)CNc1ccn2nc(-c3cccc(OCCN4CCOCC4)c3)cc2n1
-28%	1%	COc1ccc(C(C)(O)c2nc(-c3cccc(O)c3)cs2)cc1 (stereo not drawn)
0%	-12%	Nc1nc2ncccc2cc1C(=O)NC1CCCCC1
3%	5%	COc1cc(CNC(=O)OC2CC3CC2[C@H]2CCCCN2C3=O)cc(OC)c1 (stereo partly drawn)
-16%	-8%	CCOC(=O)C1(C)CCN1C(=O)c1cccc(C#N)c1 (stereo not drawn)
?	2%	COc1ccc(CC(N)c2csc(Nc3nncc4ccccc34)n2)cc1 (stereo not drawn)
?	-1%	CC(=O)Nc1ccc(-c2ccnc3c2CC(C)(C(=O)Nc2ccc(Cl)c(C(F)(F)F)c2)O3)cc1 (stereo not drawn)
-14%	1%	Cc1ccc(C(O)c2ncc(-c3ccc(Cl)cc3)[nH]2)c(C)c1 (stereo not drawn)
11%	-2%	O=C(NCc1ccccc1)Nc1nnc([C@@H]2C[C@H](O)[C@@H](CO)O2)s1
0%	3%	O=C1NC[C@H](CCCCN2CCN(Cc3ccccc3)C(=O)C2=O)N(Cc2ccccc2)C1=O
0%	-1%	NC(=O)c1cccc(-c2ccnc3c2CC(C(=O)NCc2ccccc2)O3)c1 (stereo not drawn)
14%	-23%	CC1(C)ON=C(c2ccc(C(F)(F)F)cc2)NC1=O
2%	-9%	O=C(NC1CC1)c1ccc2sc([C@H]3C[C@H](O)[C@@H](CO)O3)nc2c1

Given with two lines to a compound: entries from further up.
Every second line gives: ALOX12 inh	GLS inh
CCCCN(C)C(=O)c1sc(=O)n(Cc2cc(Cl)ccc2OC)c1C
  25%	-8%
COc1cc(CNC(=O)OC2CC3CC2[C@H]2CCCCN2C3=O)cc(OC)c1 (stereo partly drawn)
  3%	5%
O=C1NC[C@H](CCCCN2CCN(Cc3ccccc3)C(=O)C2=O)N(Cc2ccccc2)C1=O
  0%	3%
C=C(C)Cn1c2ccc(NC(=O)CCOCC)cc2c(=O)n1C
  -40%	-7%
CCOC(=O)C1(C)CCN1C(=O)c1cccc(C#N)c1 (stereo not drawn)
  -16%	-8%
OC(c1cc(Cl)cc(Cl)c1)c1ncc(-c2ccccc2C(F)(F)F)[nH]1 (stereo not drawn)
  -4%	-3%
Cc1ccc(C(O)c2ncc(-c3ccc(Cl)cc3)[nH]2)c(C)c1 (stereo not drawn)
  -14%	1%

(more compounds)
ALOX12 inh	GLS inh	SMILES
-6%	13%	COc1ccc(C(C)=O)cc1Cn1c(C)c(C(=O)NCc2ccc3c(c2)OCO3)sc1=O
?	7%	CC(C)C[C@@H](CN1CCC[C@H]1CN1C(=O)C(=O)NC[C@@H]1Cc1ccccc1)N1C[C@H](Cc2ccccc2)N(CCc2ccccc2)C(=O)C1=O
4%	2%	COc1ccc(CCNC(=O)Nc2nc(C(N)CCc3ccccc3)cs2)cc1OC (stereo not drawn)
-20%	9%	C=C(C)Cn1c2ccc(NC(=O)NCCc3cccs3)cc2c(=O)n1C
13%	-5%	Cc1ccc(S(=O)(=O)N(C)[C@H]2C[C@H]3c4[nH]c5ccccc5c4CCN3C[C@H]2[C@H](C)O)cc1
0%	0%	CCCCNC(=O)C1(C)CCCCN1C(=O)c1c(C)noc1C (stereo not drawn)
9%	14%	OCCN1CCN(c2ncnc3c2ncn3[C@H]2CN(Cc3cccc(C(F)(F)F)c3)C[C@@H](CO)O2)CC1
-16%	17%	CC1(C(=O)NS(=O)(=O)Cc2ccccc2C(F)(F)F)CCN1C(=O)Cc1ccsc1 (stereo not drawn)
-5%	1%	CCCCn1nnnc1C(c1cccc(OC)c1OC)N1CCN(C/C=C/c2ccccc2)CC1 (stereo not drawn)
-6%	18%	COc1ccc(OC)c(NC(=O)Nc2nc(CN(C)C)cs2)c1
?	1%	CCN(CC)CCN(C)C(c1cc2ccccc2o1)c1nnnn1C(C)(C)C (stereo not drawn)
?	1%	CC1=C(C(=O)N(C(C)C)C(C)C)CC(CC(=O)NCCCN(C)C)C(=O)N1Cc1ccc(F)cc1 (stereo not drawn)
-3%	-10%	O=C(Nc1nnc([C@@H]2C[C@H](O)[C@@H](CO)O2)s1)c1c(F)cccc1F
-4%	-3%	CCc1nc2ccc(C(=O)N(C)CCCN(C)C)cn2c1N(C=O)CCC(C)C
-16%	7%	CN1CCN(c2ncnc3c2ncn3[C@H]2CN(Cc3ccc(-c4ccccc4)cc3)C[C@@H](CO)O2)CC1
-19%	3%	CN1CCN(C2CN(Cc3cn(Cc4ccc(F)cc4)nn3)S(=O)(=O)C2)CC1 (stereo not drawn)
?	4%	CCc1nc2ccc(C(=O)N3CCN(C(=O)c4ccco4)CC3)cn2c1N(CCC(C)C)CCN(C)C
21%	0%	CC(C)N1CCC1(C)C(=O)Nc1nccc2cccnc12 (stereo not drawn)
?	4%	Cc1cccc(C)c1NC(=O)C(c1ccccc1OC(F)(F)F)N1CCN(c2ccc(F)cc2)CC1 (stereo not drawn)
-15%	13%	CC1(Oc2cccc(C#N)c2)CCN(Cc2ccc(-c3ccccn3)cc2)C1 (stereo not drawn)
2%	-9%	CCCCNC(=O)C1(C)CCN1C(=O)c1cc(-c2ccccc2)cs1 (stereo not drawn)
-22%	7%	CC1(C(=O)NS(=O)(=O)c2cccc(Cl)c2)CCN1C(=O)Cc1ccc(Cl)cc1Cl (stereo not drawn)
?	0%	Cc1cccc(CN2CCN(C3CN(CCc4ccccc4)S(=O)(=O)C3)CC2)c1 (stereo not drawn)
-21%	4%	CSc1ccccc1NC(=O)C1(C)CCN1C(=O)Cc1ccccc1Cl (stereo not drawn)
11%	-7%	O=C(NCc1ccc(F)cc1)c1cc(C2CCCN(C(=O)c3ccccn3)C2)on1 (stereo not drawn)

The list goes on.
ALOX12 inh	GLS inh	SMILES
?	14%	O=C1NC[C@H](Cc2ccc(O)cc2)N(C[C@H]2CCCN2C[C@H](Cc2ccccc2)N2C[C@H](Cc3ccccc3)N(CCc3ccccc3)C(=O)C2=O)C1=O
?	5%	COc1cccc(C(c2nnnn2C2CCCCC2)N2CCN(C/C=C/c3ccccc3)CC2)c1OC (stereo not drawn)
-7%	-1%	O=C(Nc1cccc(OC(F)(F)F)c1)C1Cc2c(-c3ccccc3Oc3ccccc3)ccnc2O1 (stereo not drawn)
15%	1%	CC1=C(C(=O)N(C(C)C)C(C)C)CC(CC(=O)NC2CCCCC2)C(=O)N1CCCN1CCCC1=O (stereo not drawn)
-24%	-1%	COCCNc1nc(Oc2cccc(NC(C)=O)c2)c2sc(-c3ccccc3)cc2n1
24%	1%	Clc1ccc(CSc2nnc(-c3ccccn3)n2Cc2ccco2)cc1Cl
3%	-2%	CC(=O)OC[C@@H]1CN(Cc2ccccc2)C[C@H](n2cnc3c(N(C)C(C)C)ncnc32)O1
-12%	-4%	COc1cc(NC(=O)Nc2nnc([C@@H]3C[C@H](O)[C@@H](CO)O3)s2)cc(OC)c1OC
?	7%	O=C1NC[C@H](CCCCN2C[C@H](Cc3ccc(O)cc3)N(Cc3ccccc3)C(=O)C2=O)N(Cc2ccccc2)C1=O
0%	27%	COc1ccc(Cc2c(-c3cccc(Br)c3)nc3ccc(Cl)cn23)c(C)c1
-13%	1%	COCCN1C[C@@H](CO)O[C@@H](n2cnc3c(NCc4ccco4)ncnc32)C1
-24%	-10%	CC(C)c1cccc(-c2csc(C(O)c3ccccc3)n2)c1 (stereo not drawn)
-27%	-1%	O=C(Nc1ccc(OCCO)cc1)c1csc([C@@H]2C[C@H](O)[C@@H](CO)O2)n1
-18%	4%	N#CC1C(=O)NC(=O)C(C#N)C12CCCCC2 (stereo not drawn)
-8%	2%	Cc1nc2ccc(C(=O)N(C)Cc3ccco3)cn2c1N(C)C(=O)CCc1ccccc1
19%	3%	COc1ccc(-c2c(C(=O)c3ccc(Br)cc3)[nH]c(N)c2C(=O)c2ccccc2)cc1OC
-9%	1%	CCc1nc2c(OCC3COc4ccccc4O3)cccn2c1N(C)C(=O)c1ccc(OC)cc1 (stereo not drawn)
11%	-14%	CCCNC(=O)C1(C)CCN(C(=O)c2ccc(OC)cc2OC)C1 (stereo not drawn)
-1%	5%	Nc1ccn([C@@H]2O[C@H](C(=O)N(CCC3=CCCCC3)CC3CC3)[C@@H](O)[C@H]2O)c(=O)n1
0%	-2%	CCCS(=O)(=O)NC(=O)C1(C)CCCN(C(=O)c2nc3ccccc3s2)C1 (stereo not drawn)
0%	4%	CCc1nc2c(OCCOc3ccc(F)cc3)cccn2c1N(C)C(=O)C(C)C
21%	17%	c1cc(-c2ccc3c(c2)CCO3)n2cnnc2c1
?	0%	COc1ccc(-c2ccc(C(=O)NCc3ccc(F)c(F)c3)c3occc23)c(C)c1
?	12%	Cc1nc(C(F)(F)F)ccc1C(=O)N1CCC1(C)C(=O)NS(=O)(=O)c1ccc(F)cc1F (stereo not drawn)
-20%	-5%	CCOC(=O)C1=C[C@@H](CC)N(S(=O)(=O)c2ccc(C)cc2)[C@H]1c1cccs1

Continuation.
ALOX12 inh	GLS inh	SMILES
-6%	2%	CCOC1=C2[C@H](c3ccccc3)N(S(=O)(=O)c3ccc(C)cc3)C[C@H]2n2c(=O)n(-c3ccccc3)c(=O)n2C1
-4%	3%	CCCC(C)(C)C(=O)N1CCC1(C)C(=O)NS(=O)(=O)c1cccc(Cl)c1 (stereo not drawn)
?	2%	O=C(NCc1ccco1)c1ccc2nc([C@@H]3O[C@H](CO)[C@H](O)[C@H](O)[C@H]3O)[nH]c2c1
11%	0%	CCOC(=O)N(C)[C@H]1C[C@H]2c3[nH]c4ccccc4c3CCN2C[C@H]1[C@H](C)O
-40%	3%	CC(=O)NC(c1cccc(F)c1)c1nc(-c2ccccc2)cs1 (stereo not drawn)
-28%	29%	CCc1nc2ccc(C(=O)NCCNC(C)=O)cn2c1N(C)Cc1ccc(OC)cc1
9%	-4%	CCCCNC(=O)C1c2ccccc2OCC(=O)N1CCOC (stereo not drawn)
-1%	-3%	CCCCN1C(=O)C(CC(=O)NCc2cccc3ccccc23)CC(C(=O)N(C(C)C)C(C)C)=C1C (stereo not drawn)
9%	17%	COc1ccc(C(O)c2ncc(-c3cccc(OC)c3)[nH]2)cc1 (stereo not drawn)
?	-6%	CC1(Oc2ccccc2)CCN(Cc2ccc(-c3ccccn3)cc2)C1 (stereo not drawn)
-18%	7%	CC(=O)Nc1cccc(-c2ccnc3c2CC(C(=O)NCc2cccc(Cl)c2)O3)c1 (stereo not drawn)
?	14%	COc1ccc(NC(=O)Nc2nnc([C@H]3C[C@H](O)[C@@H](CO)O3)s2)cc1
?	20%	COc1cc(C(C)=O)ccc1OCCCN1CCC(c2noc3cc(F)ccc23)CC1
?	2%	COc1ccc(Cc2n[nH]c(=S)n2-c2cc(C)ccc2C)cc1OC
?	4%	COC(=O)c1ccc2nc(-c3ccc(C#N)cc3)c(Cc3cccc(Cl)c3)n2c1
14%	-4%	CCOC(=O)C1=CCC(c2cccs2)N(S(=O)(=O)c2ccc(C)cc2)C1 (stereo not drawn)
?	1%	CCOc1ccccc1-c1cnc(NC)cn1
-9%	4%	CCOc1ccc(Cl)cc1-c1cc(C(=O)NC2CCCCC2)[nH]n1
-3%	-9%	CC1(C(=O)Nc2cccc(Oc3ccccc3)c2)CCN1Cc1cccc2c1OCO2 (stereo not drawn)
?	4%	Cc1noc(C)c1C(=O)N1CCC1(C)C(=O)NS(=O)(=O)c1ccc(Cl)cc1 (stereo not drawn)

Nothing new here: entries from further up.
ALOX12 inh	GLS inh	SMILES
-6%	2%	CCOC1=C2[C@H](c3ccccc3)N(S(=O)(=O)c3ccc(C)cc3)C[C@H]2n2c(=O)n(-c3ccccc3)c(=O)n2C1
-4%	3%	CCCC(C)(C)C(=O)N1CCC1(C)C(=O)NS(=O)(=O)c1cccc(Cl)c1 (stereo not drawn)

Retrieved by compound from the entries so far:
ALOX12 inh	GLS inh	SMILES
9%	17%	COc1ccc(C(O)c2ncc(-c3cccc(OC)c3)[nH]2)cc1 (stereo not drawn)
?	2%	O=C(NCc1ccco1)c1ccc2nc([C@@H]3O[C@H](CO)[C@H](O)[C@H](O)[C@H]3O)[nH]c2c1

Screening data from PubChem.

These rows are one share of the data, so the mix of outcomes need not match the whole.
